Assay outcomes: PubChem BioAssay, NCI
Growth percent in the NCI-60 one-dose screen (48 h, 10 µM unless noted): 100 = growth as untreated, 0 = no growth, -100 = all killed.
K-562 – K-562 leukemia. 78,000 tested, 7.4% active
MDA-MB-468 – MDA-MB-468 breast cancer; 78,000 tested, 8.5% active
BT-549 – BT-549 breast cancer. 78,000 tested, 4.4% active
MDA-MB-231 – MDA-MB-231 breast cancer | 81,000 tested, 5% active | AID 1794789
MCF7 – MCF7 breast cancer | 82,000 tested, 6.3% active | AID 1794796
MOLT-4 – MOLT-4 leukemia cells | AID 1794779 | 80,000 tested, 6.9% active
SR – SR leukemia cells; 73,000 tested, 8.7% active; AID 1794780
T-47D – T-47D breast cancer; 79,000 tested, 5% active; AID 1794792
The depositor's hits bear a star; x = not tested or not shown; & = joins results of further samples; ! = not confirmed by another sample. Rule for the calls: active = growth percent below 10; inactive = the rest. Random draw from the library. About 13% of those tested had a hit in this group.

Compound	K-562	MDA-MB-468	BT-549	MDA-MB-231	MCF7	MOLT-4	SR	T-47D
Cn1cc2c(=O)nc3c(-c4nc5ccccc5[nH]4)n[nH]n3c2n1	61	83	35	100	66	48	32	68
CC[C@@H](C)OC(=O)c1nn(C(C)=O)c2ccccc12	112	82	105	99	84	123	110	103
CN(C(=O)c1ccccc1)C(=O)c1ccccc1	108	105	109	109	95	89	90	105
CCOC(=O)c1ccccc1NC(=O)Nc1sc2c(c1C(N)=O)CCC(=O)C2	100	102	114	103	91	108	102	110
COc1ccc2c(c1)CC/C(=C\c1cccc(OCC(=O)Nc3nc4ccccc4s3)c1)C2=O	93	x	78	88	99	90	78	98
O=c1[nH]c(-c2cccnc2)nc2c1sc(=S)n2-c1ccccc1	109	93	104	110	92	113	114	98
C=CCOc1ccc(/C=N/NC(N)=S)cc1	86	98	94	99	89	74	88	69
C=C(C)[C@@H]1CC[C@]2(COC(=O)c3cccnc3)CC[C@]3(C)[C@H](CC[C@@H]4[C@@]5(C)CCCNC(C)(C)[C@@H]5CC[C@]43C)[C@@H]12	x	83	97	95	83	90	88	85
Nc1ccc(S(=O)(=O)O)c([N+](=O)[O-])c1	97	101	94	112	93	86	86	93
COC(=O)C(CSC(c1ccccc1)(c1ccccc1)c1ccccc1)NC(=O)C(CSCc1ccccc1)NC(=O)CCNC(=O)OCc1ccccc1 (stereo not drawn)	77	64	94	71	72	53	24	73
CCC1=CCC[C@@]2(C)CCC[C@@]3(C)CCCC(C)(C)[C@]1([O-])[O+]32	101	94	101	121	99	104	112	x
Nc1nc(SCC#CCCl)c2[nH]cnc2n1	38	-7.0*	45	66	35	36	30	37
COc1ccc([N+](=O)[O-])cc1C(=O)Nc1cccc(-c2cc(=O)c3c(OC)c(OC)c(OC)cc3o2)c1	85	93	95	87	82	81	92	71
CCSC(SCC)C(OC(=O)c1ccccc1)C(OC(=O)c1ccccc1)C(COC(c1ccccc1)(c1ccccc1)c1ccccc1)OC(=O)c1ccccc1 (stereo not drawn)	91	96	103	123	94	98	97	99
N#CC1CN(S(=O)(=O)O[C@@H]2C(=O)N(c3cc4c5ccccc5ccc4c4ccccc34)[C@H]2c2ccc(F)cn2)C1	73	101	93	89	85	67	83	75
N#Cc1c(N=Cc2ccc(O)cc2)n[nH]c1Nc1ccccc1	x	120	x	97	95	x	x	117
Cc1ccc(-c2nc(Nc3ccc(C(=O)O)cc3)c3ccccc3n2)cc1	77	109	59	88	63	76	61	69
Cc1nc(Nc2nc(C)c3ccc(OCCN4CCOCC4)cc3n2)[nH]c(=O)c1C	14	-73*	-74*	-67*	0.3*	1.1*	x	-10*
O=C1OC(c2cc(Br)c(O)c(Br)c2)c2ccccc21 (stereo not drawn)	102	107	99	101	100	97	101	101
O=C1N=NC2=C1c1c3ccccc3c(O)n1CC2	93	97	110	107	94	104	103	103

An excerpt of these results, with each value named.
O=C1OC(c2cc(Br)c(O)c(Br)c2)c2ccccc21 (stereo not drawn)
  K-562: 102	MDA-MB-468: 107	BT-549: 99	MDA-MB-231: 101	MCF7: 100	MOLT-4: 97	SR: 101	T-47D: 101
O=C1N=NC2=C1c1c3ccccc3c(O)n1CC2
  K-562: 93	MDA-MB-468: 97	BT-549: 110	MDA-MB-231: 107	MCF7: 94	MOLT-4: 104	SR: 103	T-47D: 103

Next section:
Compound	K-562	MDA-MB-468	BT-549	MDA-MB-231	MCF7	MOLT-4	SR	T-47D
COc1cc(/C=C/C(=O)c2ccc(NC(=O)CSc3nnc(-c4ccc(-c5nc6ccc(Cl)cc6[nH]5)cc4)o3)cc2)cc(OC)c1OC	60	103	86	79	92	85	48	106
NS(=O)(=O)c1ccc(CCN2C(=O)c3cc(Cl)c(Cl)cc3C2=O)cc1	x	119	109	107	99	92	96	98
O=C(CSc1nnc(-c2ccc(Cl)cc2)n1-c1ccccc1)Nc1ccc(Cl)cc1	59	4.1*	70	13	53	85	19	31
N#C/C(=C\c1ccc(-c2ccccc2)o1)c1ccccc1	101	70	91	79	66	89	86	49
NC1N=C(SCC(=O)N2CCN(c3cc4c(cc3F)c(=O)c(C(=O)O)cn4C3CC3)CC2)NC(=O)/C1=C/c1ccccc1 (stereo not drawn)	105	103	x	101	99	102	108	96
C(=N\N1CCCCCC1)/c1ccc(OCc2ccccc2)cc1	89	109	77	111	98	104	x	95
COc1ccc(/C=N/NC(=O)C(=O)N/N=C/c2ccc(OC)c(S(=O)(=O)O)c2)cc1S(=O)(=O)O	96	117	102	102	99	100	89	106
COC(=O)c1cccc(O)c1	92	111	98	105	96	99	96	105
O=C(CCC(=O)Nc1ccccc1)Nc1ccccc1	88	101	98	112	100	99	88	91
CC1(C)OC(=O)NC1=O	97&109	95&100	106&117	90&111	90&113	111&100	99	102&111
Cc1ccc(C(C)C)c(O)c1N=Cc1cc(Br)ccc1O	108	98	100	97	96	98	113	95
Clc1ccc(-c2cn3c(n2)SCC3)c(Cl)c1Cl	58	x	99	78	75	76	50	56
N#Cc1c(N)nc2c(-c3nc4ccccc4s3)c(Nc3ccccc3)sc2c1N	94	110	100	76	81	84	94	84
CC(=O)c1cccc(NC(=O)c2ccc(-c3cccc(N)c3)o2)c1	96	98	90	91	85	86	99	77
Cn1c(-c2ccccc2)c(C#N)c2cccc(I)c21	83	91	98	96	92	80	83	86
O=C(Nc1nc2ccc(C(=O)c3ccccc3)cc2[nH]1)OC1COC1	54	71	78	107	51	97	36	75
CC(=O)Nc1ccc(Cl)cc1C(=O)O	100	109	x	92	102	101	97	x
COc1ccc2[nH]cc(/C=C3\C(=O)N(c4c(Cl)cccc4Cl)c4ccccc43)c2c1	55	83	88	86	59	67	x	62
CC(=O)OC1CCC2(C)C(CCC3C4CC=C(C(C)=O)C4(C)OC(=O)CC32)C1 (stereo not drawn)	-12*	-72*	29	35	11	-37*	-48*	17
Cc1[nH]c(=O)c(C#N)cc1-c1ccncc1	97	106	91	101	99	80	74	99

Going on with the list:
Compound	K-562	MDA-MB-468	BT-549	MDA-MB-231	MCF7	MOLT-4	SR	T-47D
Brc1ccc(C2=Nn3c(Cc4ccccc4)nnc3SC2)cc1	92	99	108	91	86	92	84	65
CSc1nnc(-c2ccc(NC(=O)c3cccnc3)cc2)n1N	99	111	103	92	90	103	91	100
C=C(C)[C@@H]1CC[C@]2(CO)CC[C@]3(C)[C@H](CC[C@@H]4[C@@]5(C)CC[C@H](NCO)C(C)(C)[C@@H]5CC[C@]43C)[C@@H]12	0.9*	-75*	74	-86*	-63*	-27*	-29*	-43*
O=C1Nc2cc(-c3ccc(O)cc3)ccc2/C1=C/c1ccc[nH]1	3.7*	-29*	17	13	1.7*	7.4*	5.0*	0.3*
O=[N+]([O-])c1ccc2c(c1)N1C(=NS(=O)(=O)c3cnccc31)O2	71	x	104	107	134	102	110	123
C[n+]1ccc(Nc2ccc(NC(=O)c3ccc(Nc4cc[n+](C)c5ccc(N)cc45)cc3N)cc2)cc1	89&72	84	x	109&109	72&71	103&101	x	88&110
CC(=O)C1=C(O)c2ccccc2C(=O)C1=O	94	107	100	93	93	91	96	100
CC(=O)/C(N=Nc1ccc(N=N/C(C(C)=O)=C(\C)O)cc1)=C(\C)O	96	113	102	79	83	85	79	85
Cc1c(NC(=O)CCCN2C(=O)/C(=C/c3cn(C)c4ccccc34)SC2=S)c(=O)n(-c2ccccc2)n1C	98	100	104	86	83	88	113	88
COc1cccc(-c2nn(-c3ccccc3)cc2-c2ccnc(NCCCNS(=O)(=O)c3cccc(F)c3)c2)c1	6.3*	-10*	24	5.9*	16	-3.4*	-7.5*	-1.0*
O=C1CSC(c2cn(-c3ccccc3)nc2-c2ccc(Cl)cc2)N1c1ccccc1 (stereo not drawn)	109	104	109	107	84	114	109	102
CC1(C)C/C(=C\c2ccc(Cl)cc2)C(=O)c2ccccc21	103	x	104	91	76	103	112	97
CCOC(=O)c1c(N)ssc1=S	103	106	120	120	100	116	110	104
COc1ccc(C(=O)c2ccc(OC)c(OC)c2OC)cc1	15&29	-19*	50&72	48&59	17&25	37&42	8.4*!	36&44
c1ccc(-c2n(Cc3ccc4ccccc4n3)cc[n+]2Cc2ccc3ccccc3n2)cc1	17	-12*	28	30	x	38	25	9.7*
Cc1cc(C)c(N2C(=O)CC(Nc3ccc(Cl)c(Cl)c3)C2=O)c(C)c1 (stereo not drawn)	87	90	122	101	89	95	92	91
O=[N+]([O-])c1cccc(-c2nc(-c3ccc(Cl)cc3Cl)cn2-c2ccccc2)c1	43	22	176	-15*	21	45	-65*	16
CN1CCC(CN)(c2ccccc2)CC1	95	97	92	x	92	94	83	96
Nc1cc2c(cc1S(=O)(=O)O)C(=O)c1ccccc1C2=O	106	114	95	116	96	100	104	101
CCN(CC)CCOc1ccc2c(c1)C(=O)c1cc(OCCN(CC)CC)ccc1-2	-9.5*!	-14*!	76&96	78&66	7.0*!	-16*!	93	131&111

Laid out differently: results already given.
Below each compound – K-562, MDA-MB-468, BT-549, MDA-MB-231, MCF7, MOLT-4, SR, T-47D
> Cc1c(NC(=O)CCCN2C(=O)/C(=C/c3cn(C)c4ccccc34)SC2=S)c(=O)n(-c2ccccc2)n1C
    98, 100, 104, 86, 83, 88, 113, 88
> COc1cccc(-c2nn(-c3ccccc3)cc2-c2ccnc(NCCCNS(=O)(=O)c3cccc(F)c3)c2)c1
    6.3*, -10*, 24, 5.9*, 16, -3.4*, -7.5*, -1.0*

Next section:
Compound	K-562	MDA-MB-468	BT-549	MDA-MB-231	MCF7	MOLT-4	SR	T-47D
CCOC(=O)NN(C(=O)OCC)c1cc(C)c(N(NC(=O)OCC)C(=O)OCC)cc1C	91	121	91	111	92	94	107	106
CCOC(=O)c1ccc(NC(=O)Nc2nncs2)cc1	7.8*	13	14	15	22	12	9.9*	49
Cc1ccc(NCn2nc(-c3cnccn3)oc2=S)cc1	79	87	73	98	89	81	100	68
Cc1nnc(/N=C2\NC(=O)/C(=C/c3ccc(Cl)c(Cl)c3)S2)s1	110	103	105	109	94	105	86	95
O=C(O)c1ccc(N2C(=O)/C(=C\c3ccc(-c4ccccc4F)o3)SC2=S)cc1O	104	104	109	105	94	103	109	104
CCOC(=O)c1[nH]n(-c2ccccc2)c(=O)c1C=NC(C)=S	104	106	97	102	94	96	94	94
CCOC(=O)c1[nH]c(=S)n(Cc2ccccc2)c1C(=O)OCC	104	117	105	101	104	101	99	95
CCOC(=O)Cn1c(=O)c2sc3ncccc3c2n2nnc(-c3ccccc3)c12	96	119	98	87	80	90	93	94
CCC(=O)Oc1ccc(OCc2ccccc2)cc1	88&86	118&104	73	68&60	89&91	75&74	97&81	90&113
CC(C)c1ccc2c(c1)[C@@H](O)C[C@@H]1C(C)(C)C(=O)[C@@H](O)C[C@@]21C	94	107	116	107	105	113	99	104
Cc1cc(=O)[nH]c2c(C)cccc12	130&98&88	103&101&95	108&97&106	88&108&103	94&97&96	120&94&89	123&89&90	95&102&102
O[C@@H]1Cc2cc(OC(F)(F)F)ccc2N[C@H](c2ccco2)C1	96	116	111	91	97	96	108	98
O=C(OCCc1ccccn1)c1cccc([N+](=O)[O-])c1	107	109	105	98	90	101	103	99
OC(Cc1nccc2ccccc12)(c1ccccc1)c1ccccc1	104	79	112	96	108	106	106	71
CCN(CC)C(=S)Sc1cccc2c1C(=O)c1ccccc1C2=O	43	55	113	92	52	79	35	70
O=C1CCC(NC(=S)Nc2ccccc2)N1 (stereo not drawn)	98	112	114	109	97	106	94	103
C[N+](C)(C)CCC1CCCCC1	121	93	111	109	98	109	102	88
Cc1ccc(C(=O)CSc2nc3ccccc3c(=O)n2C)cc1	69	83	96	80	78	88	82	76
CC(C)(C)c1ccc([N+](=O)[O-])cc1	98	116	99	111	93	94	105	115
O=C(Nc1nonc1-c1nc2ccccc2n1Cc1ccncc1)c1ccncc1	95	88	96	98	99	95	85	88

Next part:
Compound	K-562	MDA-MB-468	BT-549	MDA-MB-231	MCF7	MOLT-4	SR	T-47D
CCCCCOC(=O)c1ccc(NC(=O)CCNCC)cc1	99	x	97	99	84	113	96	76
C[Si](C)(C)Cc1ccccc1	126	104	110	115	105	118	143	113
O=C(O)COc1cccc(OCC(=O)O)c1	87	97	116	100	99	84	71	99
CCc1ccc(C2=NN(c3ccc(S(N)(=O)=O)cc3)C(c3ccc(Cl)cc3)C2)cc1 (stereo not drawn)	69	109	113	105	79	75	74	67
Nc1ccc2cc(S(=O)(=O)O)cc(S(=O)(=O)O)c2c1N=Nc1ccc(S(=O)(=O)O)cc1	78	114	104	116	103	69	99	107
CC[P+](C)(CC)c1ccccc1	95	97	93	123	97	97	91	102
COc1cc(/C=C(/C)C[N+](=O)[O-])ccc1O	70	58	113	90	17	81	34	57
Cc1cc2ccccc2c[n+]1CC(=O)c1ccc(Cl)cc1	94	94	96	70	89	97	100	72
CCN(CC)CCNc1ccnc2cc(Cl)ccc12	94&66	93&92	93&89	85&54	96&91	104&90	93&90	97&86
CN(C)S(=O)(=O)n1cnc([C@H]2c3c(ncn3Cc3ccccc3)C[C@H]3COC(=O)[C@@H]32)c1	113	103	107	109	102	104	x	100
CC(C)(C)CC(=O)N(Cc1ccncc1)Cc1cccc(OCCc2ccc(F)cc2)c1	73	63	97	82	79	83	85	58

Single entries from above.
Reading of CCN(CC)CCNc1ccnc2cc(Cl)ccc12 under T-47D: 97&86
Reading of Nc1ccc2cc(S(=O)(=O)O)cc(S(=O)(=O)O)c2c1N=Nc1ccc(S(=O)(=O)O)cc1 under MOLT-4: 69
Reading of CC[P+](C)(CC)c1ccccc1 under MDA-MB-468: 97
Reading of C[Si](C)(C)Cc1ccccc1 under MCF7: 105
Reading of COc1cc(/C=C(/C)C[N+](=O)[O-])ccc1O under MCF7: 17
